Bioassay records as filed in PubChem.
PAFAH1B3 inh: blocks human PAF acetylhydrolase 1B catalytic subunit 3 | 340,000 compounds, 0.28% hits | inhibition, % at 3.39 µM | recombinant PAFAH1B3, FP-rhodamine probe, fluorescence polarization;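 active = inhibition above the screen-wide average of all tested compounds plus 3 SD, cut at about 25% in these data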;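 note: 0% = enzyme with DMSO only and 100% = wells lacking PAFAH1B3 protein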
LYPLA1 inh: LYPLA1 (human) inhibition in PME1 counter-screen | O75608 | recombinant LYPLA1, FP-Rh probe fluorescence polarization | inhibition, % at 5.9 µM | 320,000 compounds, 0.16% hits | AID 2174;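 active = inhibition above the mean of all tested compounds plus 3 SD, set per campaign, cut at about 14% in these data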;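 note: inhibitors block serine hydrolase probe labeling of LYPLA1 so polarization falls; 0% = enzyme with DMSO and 100% = wells lacking LYPLA1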
Target sequence (O75608 whole entry, looked up): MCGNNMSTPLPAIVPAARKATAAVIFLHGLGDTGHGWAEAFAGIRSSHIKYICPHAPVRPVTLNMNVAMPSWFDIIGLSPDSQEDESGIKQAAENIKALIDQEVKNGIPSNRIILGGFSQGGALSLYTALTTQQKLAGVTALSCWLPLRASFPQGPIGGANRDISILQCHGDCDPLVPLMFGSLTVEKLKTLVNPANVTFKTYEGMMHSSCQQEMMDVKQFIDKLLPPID
PAD4 FP inh: blocks human protein arginine deiminase 4 | 330,000 compounds, 0.41% hits | inhibition, % at 6.36 µM | Q9UM07 | recombinant PAD4, RCA probe fluorescence polarization | AID 485272;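 active = percent inhibition above a cutoff equal to the mean of all tested compounds plus 3 SD, cut at about 15% in these data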;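 note: 0% = PAD4 with RCA probe and DMSO and 100% = probe without PAD4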
PME-1 inh: blocks human protein phosphatase methylesterase 1; Q9Y570; recombinant PME-1, FP-Rh probe fluorescence polarization; inhibition, % at 5.9 µM; 320,000 compounds, 0.53% hits;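 active = inhibition above the campaign mean of all compounds plus 3 SD, cut at about 26% in these data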;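 note: competitive labeling of PME-1 active site by serine hydrolase directed probe; 0% = PME-1 with DMSO and 100% = wells lacking PME-1 enzyme; inhibitors block probe labeling so polarization falls and inhibition rises; many of its hits are not listed in these tables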
PREPL inhibitor: inhibitors of human prolyl oligopeptidase-like enzyme PREPL | recombinant PREPL, fluorescence polarization activity-based probe | 320,000 compounds, 0.68% hits | inhibition, % at 5.96 µM | Q4J6C6 | AID 2751; in the data active = inhibition above about 43%;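 note: 0% = enzyme with DMSO and 100% = wells lacking enzyme; many of its hits are not listed in these tables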
Target sequence (Q4J6C6 whole entry, looked up): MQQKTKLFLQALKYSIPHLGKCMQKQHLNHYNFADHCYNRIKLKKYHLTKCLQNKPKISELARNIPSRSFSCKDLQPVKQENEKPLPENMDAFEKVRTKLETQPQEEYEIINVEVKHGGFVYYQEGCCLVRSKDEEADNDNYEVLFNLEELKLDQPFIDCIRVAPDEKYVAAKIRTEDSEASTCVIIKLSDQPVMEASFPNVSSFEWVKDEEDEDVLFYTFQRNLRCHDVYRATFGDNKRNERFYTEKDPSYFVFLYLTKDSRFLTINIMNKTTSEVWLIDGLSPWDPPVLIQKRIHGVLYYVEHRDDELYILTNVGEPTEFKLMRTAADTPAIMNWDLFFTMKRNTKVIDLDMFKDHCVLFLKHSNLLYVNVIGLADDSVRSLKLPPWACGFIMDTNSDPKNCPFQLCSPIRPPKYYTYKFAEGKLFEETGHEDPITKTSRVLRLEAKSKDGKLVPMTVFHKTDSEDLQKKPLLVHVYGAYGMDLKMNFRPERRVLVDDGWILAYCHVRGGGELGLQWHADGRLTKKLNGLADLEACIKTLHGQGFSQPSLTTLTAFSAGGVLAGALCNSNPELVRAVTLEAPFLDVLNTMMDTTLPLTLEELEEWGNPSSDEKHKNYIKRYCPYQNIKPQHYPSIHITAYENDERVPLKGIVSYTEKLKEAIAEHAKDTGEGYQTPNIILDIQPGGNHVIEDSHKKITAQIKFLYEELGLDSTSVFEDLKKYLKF
GSTO1 counter: GSTO1 inhibition, counter-screen for RBBP9 inhibitors; P78417; recombinant GSTO1, activity-based probe fluorescence polarization; inhibition, % at 5.96 µM; 300,000 compounds, 1.1% hits;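 active = inhibition above the campaign mean inhibition plus 3 SD, cut at about 35% in these data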;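 note: 0% = GSTO1-1 with DMSO and 100% = wells lacking GSTO1-1 enzyme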
PAFAH1B2 inh: blocks human PAF acetylhydrolase 1b catalytic subunit 2; recombinant PAFAH1B2, FP-rhodamine activity probe, fluorescence polarization; inhibition, % at 3.39 µM; 340,000 compounds, 1.2% hits; AID 492953;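 active = inhibition above the mean of all tested compounds plus 3 SD, cut at about 24% in these data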;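 note: 0% = enzyme with DMSO and 100% = wells lacking PAFAH1B2; many of its hits are not listed in these tables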
LYPLA2 counter: counter-screen for PME1 inhibitors: inhibitors of human LYPLA2; O95372; 320,000 compounds, 0.38% hits; inhibition, % at 5.9 µM; recombinant LYPLA2, FP-Rh probe fluorescence polarization;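 active = inhibition above the screen-wide mean plus 3 SD, limit set per campaign, cut at about 26% in these data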;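 note: 0% = LYPLA2 with DMSO and 100% = wells lacking LYPLA2 enzyme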
pPAFAH inh: pPAFAH (human) enzyme inhibition; inhibition, % at 3.39 µM; Q13093; 330,000 compounds, 1.5% hits; recombinant pPAFAH, FP-rhodamine probe fluorescence polarization;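 active = inhibition above the mean inhibition across the screen plus 3 SD, cut at about 25% in these data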;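 note: inhibitors block binding of the rhodamine activity-based probe so polarization drops; 0% = enzyme with DMSO and 100% = wells lacking pPAFAH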
Active calls of the source: *; x = no result given; & = joins results of further samples.

SMILES	PAFAH1B3 inh	LYPLA1 inh	PAD4 FP inh	PME-1 inh	PREPL inhibitor	GSTO1 counter	PAFAH1B2 inh	LYPLA2 counter	pPAFAH inh
CCN(CC(=O)Nc1ccc(NC(C)=O)cc1)C(=O)CCCc1nc2ccccc2c(=O)[nH]1	9.3	2.9	0.1	-7.0	-0.8	4.4	-2.9	4.2	1.7
CCN(CC)c1ccc(/C=N/N2CCN(Cc3ccccc3)CC2)c(O)c1	5.7	0.6	-2.3	1.9	5.3	9.6	0.5	1.5	3.0
O=C(CCS(=O)(=O)c1ccccc1)NC1CCCCC1	8.9	2.2	-2.7	3.8	19.2	0.4	4.4	8.6	-1.7
CCc1cccc(NC(=O)CNC(=O)N2CC(=O)Nc3ccccc32)c1	-2.4	-0.4	2.0	5.1	-0.2	5.4	2.6	-6.6	6.3
COc1cc(-c2[nH]ncc2CN2CCc3sccc3C2)cc(OC)c1OC	5.0	2.2	-4.9	2.9	31.3	3.1	1.3	5.1	-4.6
Oc1ccc(O)cc1	x	0.5	-2.5	-2.2	-8.0	55.9*	x	2.1	0.3
Cc1nnsc1C(=O)NC1CCCc2c1cnn2-c1ccccc1F (configuration not stated)	-2.5	-1.9	1.0	6.0	-6.8	1.5	0.7	-0.3	-5.2
NC(=O)C1CCN(C(=O)c2cn(-c3ccccc3)nc2-c2cccnc2)CC1	4.2	0.9	0.0	-3.8	5.3	4.3	-1.5	1.6	-4.3
O=C(O)CC(C(=O)NC1CCCCC1)C1CCCO1 (configuration not stated)	3.5	-2.4	-0.2	7.7	1.9	-0.2	5.0	-4.8	6.6
O=C(c1ccc2c(c1)OCO2)N1CCN(c2ccccn2)CC1	-8.5	-5.5	-1.4	-12.1	4.1	4.8	-1.7	-7.1	-4.4
O=C(NCc1ccccn1)Nc1ccc(Br)cc1Cl	1.6	2.1	2.1	3.6	13.6	-3.3	2.7	-5.5	-2.4
NS(=O)(=O)c1ccc(NC(=O)CSC2=NC(=O)C(c3ccccc3)C(=O)N2)cc1 (configuration not stated)	-3.7	2.4	13.8	4.6	8.6	10.1	3.1	2.2	0.1
Cc1ccc(OCC(=O)Nc2ccc(S(=O)(=O)Nc3ccccn3)cc2)cc1C	0.3	-3.3	-5.9	-8.9	-2.9	-5.4	5.3	-6.0	-1.7
CCOc1ccc(NCc2nnc(SCC(=O)Nc3nc(-c4ccccc4)cs3)n2-c2ccccc2)cc1	1.1	-3.4	-0.6	-30.7	1.8	2.3	2.6	-3.6	5.5
COc1ccc(CNC(=O)CSc2nnc3c(n2)[nH]c2ccccc23)cc1	-3.8	-0.4	-1.2	-0.6	7.8	-4.8	4.4	-3.5	1.0
COc1cc(C(=O)Nc2cc(C)c(OCC(=O)N3CCOCC3)c(C)c2)cc(OC)c1OC	9.8	2.2	-3.2	-0.9	3.7	-1.2	0.2	6.4	2.0
COc1cc(/C=C(\C#N)C(=O)NCC2CCCO2)ccc1OCC(N)=O (configuration not stated)	4.1	0.7	1.5	-2.5	-4.5	3.2	0.8	-1.1	3.5
COC(=O)CSc1ccc2nnc(CCNS(=O)(=O)c3ccccc3)n2n1	2.6	1.9	4.1	-0.5	5.8	7.2	5.1	6.1	7.6
COc1ccccc1CC(=O)Nc1ccc(S(=O)(=O)N2CCOCC2)cc1	4.1	2.1	3.3	-1.2	5.6	1.8	1.2	3.0	-2.6
CCN(CC)c1ccc(S(=O)(=O)N2CCCCC2)cc1NC(=O)C1CCC1	2.6	-2.3	4.6	6.5	0.6	2.4	-1.1	2.5	5.0

Further results:
SMILES	PAFAH1B3 inh	LYPLA1 inh	PAD4 FP inh	PME-1 inh	PREPL inhibitor	GSTO1 counter	PAFAH1B2 inh	LYPLA2 counter	pPAFAH inh
CCN(CC)CCOC(=O)c1cccc(OC)c1	2.5	1.0	-6.2	0.8	6.9	3.7	2.9	4.0	1.4
N#Cc1c(N)nc2c(c1N)CC(CO)O2 (configuration not stated)	2.0	4.3	-1.4	-10.9	6.4	5.4	-1.9	0.7	3.9
CN(C)S(=O)(=O)c1ccc(C(=O)OCC(=O)c2ccc(OC(F)F)cc2OC(F)F)cc1	0.4	-1.8	-3.9	2.9	0.1	4.7	0.4	2.2	4.1
CC(=O)c1cccc(NC(=O)c2ccc(S(=O)(=O)N3CCCCC3)cc2)c1	6.4	-4.4	-2.0	1.2	8.1	-9.0	-1.8	-5.8	0.3
Cc1ccc(SCCCn2cncn2)cc1	3.7	-4.2	-1.6	-13.1	-5.9	-6.0	9.3	-0.7	2.0
O/N=C1/CCCCc2sccc21	2.8	0.6	0.8	-1.0	10.8	2.2	6.1	2.8	5.6
Cn1cc(CCNC(=O)CC2C(=O)NCCN2Cc2cccc(Oc3ccccc3)c2)cn1 (configuration not stated)	6.8	2.8	-6.0	6.5	4.1	3.2	-0.9	5.6	8.6
C[C@]12C=CC(=O)C=C1CCC1C2CC[C@@]2(C)C1CCC21OCCO1 (some centres not stated)	5.6	x	2.1	x	16.1	x	3.7	x	-2.5
C=CC[n+]1c(-c2ccc(OCC)cc2)csc1NNC(=O)Nc1ccccc1	-0.4	1.1	-6.8	2.5	6.9	-3.0	5.0	-2.2	1.3
CCOC(=O)c1ccc(N2C(=O)c3n[nH]c(C)c3C2c2ccc(OC)cc2OC)cc1 (configuration not stated)	5.4	-0.5	-6.2	8.9	-10.9	-9.5	-0.5	1.3	-5.4
C=CCc1cc(Cl)ccc1OCCn1ccnc1	3.8	1.8	2.4	0.5	4.8	-1.6	1.8	4.1	-5.1
CCOc1ccc(S(=O)(=O)n2ccc(C)n2)c2ccccc12	5.0	-2.1	0.0	12.1	-0.3	-0.8	2.1	3.2	2.8
CC(=O)N(C(C)=O)c1c(C#N)c(C)n(-c2ccccc2)c1C(=O)c1ccccc1	0.5	-1.5	-2.4	-4.3	4.9	5.5	-3.0	-4.1	-2.5
CC(C)(C)c1ccc(S(=O)(=O)NCCOCC(F)(F)C(F)F)cc1	-6.1	-1.3	-1.6	0.6	5.5	1.2	9.7	-0.8	10.8
CN(C(=O)c1ccccc1Br)C1CCS(=O)(=O)C1 (configuration not stated)	-0.7	1.9	0.3	-7.0	-2.4	-4.4	-1.0	7.9	1.3
O=C(Cn1nc(-c2ccco2)ccc1=O)Nc1cc(C(F)(F)F)ccc1Cl	2.1	-3.0	-1.2	-5.9	-11.6	1.5	1.8	2.2	6.9
Cc1cc(C(=O)CN2CCN(CC(=O)Nc3ccc(F)cc3)CC2)c(C)n1C1CC1	5.5	1.4	0.1	-1.4	17.6	x	-0.1	3.1	0.6
CCOC(=O)N1CCC(=NNC(=O)c2cc3ccccc3cc2O)CC1	11.1	2.3	-4.8	11.5	3.4	2.8	1.7	-4.5	27.0*
CN(C)/C=C/C(=C\C(=O)C(F)(F)F)Nc1ccc(C(F)(F)F)cc1	2.6	-3.0	-1.9	-7.2	9.9	-0.9	1.4	-2.8	0.8
O=C(O)CCC(=O)NC(c1ccccc1)c1ccccc1	15.1	4.9	-4.2	-0.3	5.2	-1.4	11.4	12.1	-2.0

The results go on:
SMILES	PAFAH1B3 inh	LYPLA1 inh	PAD4 FP inh	PME-1 inh	PREPL inhibitor	GSTO1 counter	PAFAH1B2 inh	LYPLA2 counter	pPAFAH inh
COc1ccccc1CNC(=O)c1ccc2nc(N3CCOCC3)sc2c1	5.5	-3.3	-2.1	1.0	-4.0	1.1	6.7	1.7	-8.4
CCCN[C@H]1CCc2nc(N)sc2C1	4.1	1.2&-0.2	-0.8&-2.7	-1.1&-5.2	7.5&1.0	1.6&-1.6	3.8	6.0&-0.6	0.9&3.3
Cc1ccc(C)c(S(=O)(=O)N2CCN(C(=O)CCNS(=O)(=O)c3ccccc3)CC2)c1	10.8	3.4	-2.6	4.2	16.2	-8.7	3.4	-1.2	6.9
Cc1c(Br)cc(C(=O)O)c(C)c1C	4.8	-0.8	2.8	-3.1	-5.2	-0.2	5.8	2.7	3.1
CSc1nncc(-c2ccccc2)n1	7.4	2.2	0.2	-0.7	-10.5	4.4	2.2	-2.0	2.8
CC(NC(=O)c1ccc2c(c1)S(=O)(=O)N=C1CCCCCN12)c1ccc(S(N)(=O)=O)cc1 (configuration not stated)	-1.3	0.2	7.6	4.0	9.2	8.3	-1.4	-12.6	-0.1
O=C1CCCN1CCC1CCN(C(=S)Nc2ccc(F)cc2)CC1	8.9	3.7	-2.0	-2.5	-5.5	-9.5	-1.6	2.1	4.0
CN(C)CCCN(C(=O)c1cccs1)c1nc2cc3c(cc2s1)OCO3	4.1	1.2	0.8	-3.5	-30.4	-7.0	1.6	-1.0	5.9
CN(C)/C=C(\C=O)c1ccc(Cl)cc1Cl	9.2	-1.4	6.2	-4.8	-8.3	-2.3	2.6	-0.8	-8.7
Cc1cccc(C(=O)NCC(=O)N2CCCCCCC2)c1	3.9	-2.6	-1.4	7.6	11.3	x	2.3	0.8	2.0
Cc1occc1C(=O)NNC(=O)C1CCCCC1	0.0	5.5	-1.3	0.5	-0.2	2.3	6.9	6.5	2.7
Cc1ccc(NC(=O)C(=O)NCc2ccc(/C=C(/C#N)C(=O)NCc3cccnc3)o2)cc1C	2.8	-2.2	0.1	0.3	-24.1	0.8	3.8	0.1	6.4
CN1CCN(c2nc3c(c(=O)[nH]c(=O)n3C)n2CCCSc2ncccn2)CC1	5.8	-2.9	-4.2	0.3	2.6	0.9	5.0	-2.3	2.0
CCN(Cc1cccc(OC)c1)CC1CCCN(CCc2cccc(OC)c2)C1 (configuration not stated)	2.5	-2.1	-5.4	0.4	13.9	3.2	-1.4	4.4	-1.3
CC(=O)Nc1ccc(NC(=O)C(C)Oc2ccc(C)nc2[N+](=O)[O-])cc1 (configuration not stated)	2.8	1.9	-2.6	6.6	0.1	x	-2.1	-0.3	3.0
CCn1c(C)c(C)c2cc(C(=O)NCCCN3CCCCC3C)ccc21 (configuration not stated)	2.2	-1.5	-13.1	-10.0	6.3	-3.8	-3.1	-0.7	1.3
Nc1ccc(C(=O)Nc2cccc3ncccc23)cc1	1.3	1.7	-4.0	-1.9	2.7	1.4	-4.8	3.1	-3.4
CC(=O)c1ccc(OC(=O)c2cc3ccccc3oc2=O)cc1	x	-0.4	-0.3	-1.5	0.4	1.6	x	5.2	5.4
CC(C)S(=O)(=O)CC(=O)c1ccc(Cl)cc1	-0.6	1.2	-1.3	-1.2	8.1	-1.6	-1.1	3.4	1.7
Cc1ccc(N(Cc2cc3ccc(C)cc3[nH]c2=O)C(=O)c2ccco2)c(C)c1	-2.7	-1.1	-2.9	3.0	-30.7	-14.8	-0.6	-3.9	9.8

Other compounds:
SMILES	PAFAH1B3 inh	LYPLA1 inh	PAD4 FP inh	PME-1 inh	PREPL inhibitor	GSTO1 counter	PAFAH1B2 inh	LYPLA2 counter	pPAFAH inh
Cc1ccc(C2OCC3(CO)COC(c4ccc(C)cc4)N23)cc1 (configuration not stated)	9.3	0.1	1.7	3.2	18.8	-2.4	3.4	8.2	0.8
CN(CC(=O)Nc1ccc(N2CCOCC2)cc1)C(=O)c1cc(F)c(F)cc1Cl	-0.2	0.5	-0.4	0.3	-6.9	3.3	-0.3	-2.4	-0.1
CC(=O)c1ccc(N2CCCC2)c(F)c1	x	1.2	-2.8	2.8	-0.6	-0.6	x	6.6	2.5
CC(C)[C@H](NS(=O)(=O)c1ccccc1F)C(=O)OCC(=O)Nc1cccc(S(N)(=O)=O)c1	1.5	x	-4.4	x	-1.3	x	-1.7	x	7.8

A portion of the library (hit frequency here may not be typical).
